LDHA block: blocks human lactate dehydrogenase A | P00338 | purified LDHA, NADH/diaphorase-resazurin fluorescence; stronger effect = lower value | activity change, % (values are at about 110 or 230 µM) | 480,000 tested, 0.15% active | AID 1347041; in the data active = activity change below about -30%; inconclusive = mostly about -25% to -30%;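 also: plate controls were DMSO wells for no effect and wells without enzyme for full effect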
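Enzyme activity of human lactate dehydrogenase 5 (2 nM; 0.06 mM NADH, 0.2 mM pyruvate, 5 min, RT) is measured via a resazurin/diaphorase fluorescence readout of residual NADH.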
Vif-A3F inh: Vif-A3F binding inhibition; HeLa A3F-eYFP + Vif (tagged APOBEC3F with the HIV-1 protein that degrades it), YFP fluorescence increase; Potency, µM (titrated, usually from 46.1 µM), inactives show top-dose activity, negative = active; 390,000 tested, 0.2% active; also: potency is read from the fitted curve at half-maximal effect; % of control where 0% means no effect; nearly all actives have a fitted effect of over 65% in size
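HeLa cells stably expressing A3F-eYFP plus Vif, plated and incubated overnight at 37 deg C, then exposed to compounds overnight at 37 deg C. Blocked degradation read as raised yellow fluorescence (Ex 488/Em 500-530).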
TrxR1 substrate: is turned over as a substrate by rat TrxR1 | O89049 | purified TrxR1 substrate turnover, NADPH consumption readout | Potency, µM (highest dose often 114 µM), for inactives: at the top dose activity change, negative = substrate turnover | 390,000 tested, 0.01% active; also: potency is read from the fitted curve at half-maximal effect; % is scaled to controls: 0 for no effect and ±100 for the full control effect; nearly all actives have a fitted effect of over 50% in size
Target sequence (O89049 whole entry, looked up): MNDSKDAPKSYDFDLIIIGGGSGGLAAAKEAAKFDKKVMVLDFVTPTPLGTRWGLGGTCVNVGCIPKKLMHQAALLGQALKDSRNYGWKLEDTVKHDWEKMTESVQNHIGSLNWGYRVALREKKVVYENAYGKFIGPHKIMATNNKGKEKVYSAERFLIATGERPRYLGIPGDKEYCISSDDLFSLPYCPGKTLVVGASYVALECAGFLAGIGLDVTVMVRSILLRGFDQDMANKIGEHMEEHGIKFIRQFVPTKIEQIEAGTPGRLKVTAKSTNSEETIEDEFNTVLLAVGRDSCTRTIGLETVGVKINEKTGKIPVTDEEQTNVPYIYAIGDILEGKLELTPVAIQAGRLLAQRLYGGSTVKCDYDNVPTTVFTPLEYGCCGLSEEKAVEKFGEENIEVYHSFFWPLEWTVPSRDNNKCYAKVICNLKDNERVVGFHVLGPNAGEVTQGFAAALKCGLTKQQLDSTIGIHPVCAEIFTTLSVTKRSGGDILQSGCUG
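Rat TrxR1, dispensed at 90 nM, was prereduced with 400 uM NADPH (final) for 5 min at ~22 deg C, then incubated with compound 15 min before 400 uM selenite. A first-read NADPH fluorescence drop versus no-compound background flagged substrates.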
USP1-UAF1 inh: inhibitors of human USP1/UAF1 deubiquitinase. O94782. recombinant USP1/UAF1, Ub-Rhodamine cleavage fluorescence. Potency, µM (highest dose often 57.1 µM), for the others: at the top dose activity change, negative = inhibition, actives largely listed as inhibitors. 390,000 tested, 0.23% active. AID 743255; also: potency is read from the fitted curve at half-maximal effect; % is scaled to controls: 0 for no effect and ±100 for the full control effect; nearly all actives have a fitted effect of over 60% in size; inactives centre near -12
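Step one: compound is pinned into 1nM USP1/UAF1 in HEPES pH 7.8 buffer with TCEP. Step two: 15 min room-temperature incubation. Step three: Ub-Rho (150nM final) starts cleavage, tracked by fluorescence over six one-minute reads.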
GRP78 ERSR act: ER stress response induction in glioma. U87-MG GRP78 promoter luciferase reporter, 16 h. Potency, µM, without a hit: at the highest dose activation, most hits filed as activators. 420,000 tested, 0.02% active; also: potency is read from the fitted curve at half-maximal effect; series mostly up to about 76 µM; % of control where 0% means no effect; nearly all actives have a fitted effect of over 35% in size
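Stably transfected U87-MG human glioma cells carrying a GRP78-based luminescent sensor were seeded at 1000 cells/well, pin-dosed with compounds and incubated 16 h. Luciferase reagent was then added, and end-point luminescence was read after 10 min at room temperature.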
Vif-A3G inh: blocks the Vif interaction with human APOBEC3G; Q9HC16; Potency, µM (highest dose often 46.1 µM), for inactives: top-dose activity, negative = active, most hits filed as inhibitors; HeLa A3G-eYFP + Vif (tagged APOBEC3G with the HIV-1 protein that degrades it), YFP fluorescence, overnight; 410,000 tested, 0.076% active; AID 602310;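 also: potency is read from the fitted curve at half-maximal effect; % is scaled to controls: 0 for no effect and ±100 for the full control effect; nearly all actives have a fitted effect of over 60% in size; hits raise eYFP signal because A3G escapes Vif-driven loss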
Target sequence (Q9HC16 whole entry, looked up): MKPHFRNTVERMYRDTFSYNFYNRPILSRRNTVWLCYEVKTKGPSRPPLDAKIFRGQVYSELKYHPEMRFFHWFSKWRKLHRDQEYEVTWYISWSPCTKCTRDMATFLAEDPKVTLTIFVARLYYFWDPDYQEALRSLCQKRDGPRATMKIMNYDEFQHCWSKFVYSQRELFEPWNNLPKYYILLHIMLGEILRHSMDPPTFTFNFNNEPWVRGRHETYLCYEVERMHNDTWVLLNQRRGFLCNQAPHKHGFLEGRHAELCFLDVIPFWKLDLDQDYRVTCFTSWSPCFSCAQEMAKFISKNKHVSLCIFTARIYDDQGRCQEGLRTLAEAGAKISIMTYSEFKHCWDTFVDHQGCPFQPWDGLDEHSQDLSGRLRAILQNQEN
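Read-out is eYFP fluorescence (Ex 488/Em 500-530) from Vif-expressing HeLa A3G-eYFP cells; more signal means A3G escaped Vif-mediated degradation. Cells plated overnight, compound pinned in, incubated overnight at 37 deg C.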
PI4K2A block: PI4K2A (human) kinase inhibition; AID 1346378; Q9BTU6; purified PI4K2A, ADP-Glo luminescence, 1 h; stronger effect = lower value; 420,000 tested, 0.13% active; activity change, negative = inhibition, % at 76.9 µM; in the data active = activity change below about -50%; inconclusive = mostly about -30% to -49%;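 also: -100% = wells without enzyme as full effect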
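Compounds are screened against recombinant PI4K2A using PI as substrate and ATP, the latter dispensed at 300 microM. Reactions run one hour at ambient temperature before ADP-Glo detection; full inhibition defined by wells lacking enzyme.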
RXFP1 agonist: agonists of human relaxin receptor RXFP1. Q9HBX9. HEK293T-RXFP1 cAMP TR-FRET, 30 min; response scale: percent of porcine relaxin response, buffer zero. Potency, µM (doses to about 57.5 µM), for inactives: at the top dose activation, usual class: activators. 370,000 tested, 0.3% active; also: potency is read from the fitted curve at half-maximal effect; % is scaled to controls: 0 for no effect and ±100 for the full control effect; nearly all actives have a fitted effect of over 60% in size; many of its hits are not listed in these tables
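HEK293 cells stably expressing RXFP1, treated 30 min at 37C with compounds plus PDE4 inhibitor Ro 20174; cAMP measured by HTRF TR-FRET. Normalized to buffer and 29 nM porcine relaxin; EC50 by Hill fit.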
mIDH1 inhibitor: blocks human mutant IDH1 R132H enzyme; IDH1-R132H enzyme, NADPH consumption, diaphorase/resazurin fluorescence; Potency, µM (series often up to 76.6 µM), inactives show at the top dose activity change, negative = inhibition, most hits filed as inhibitors; 390,000 tested, 0.093% active; AID 602179; also: potency is read from the fitted curve at half-maximal effect; % is scaled to controls: 0 for no effect and ±100 for the full control effect; nearly all actives have a fitted effect of over 65% in size
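IDH1-R132H (0.5 ug/mL) preincubated 30 min with compound, then NADPH (0.016 mM) and alpha-KG (2 mM) added; 80 min at RT, pH 7.5. Remaining NADPH coupled via diaphorase/resazurin to fluorescence (540/590 nm); concentration-response curves normalized to no-enzyme control.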
Numbers without * were called inactive; ? = inconclusive; [ ] = dose if it differs, or a comment. Unless noted, calls follow the shape of the dose curve; as a rule, active = well fitted curve in the direction sought with a large enough effect; inconclusive = small, poorly fitted or top-dose-only effect, or another doubt; inactive = no such curve, though single readings can be large; an effect the other way counts as inactive or inconclusive. Only part of the results is shown. The share of hits here may be higher or lower than overall.

SMILES | LDHA block | Vif-A3F inh | TrxR1 substrate | USP1-UAF1 inh | GRP78 ERSR act | Vif-A3G inh | PI4K2A block | RXFP1 agonist | mIDH1 inhibitor
CN(CCc1ccccn1)C(=O)c1cccnc1Oc1ccc(Cl)cc1 | -1 | -2% | 6% | -16% | -1% | -4% | 0 | 2.3% | 0%
Cc1ccc(CS(=O)(=O)Cc2ccc(C(=O)NC3CC3)o2)cc1 | -6 | 3% | 1% | -25% | -4% | 4% | 2 | 1.8% | -10%
Cc1ccc(-n2c(O)c(C=NC3CCS(=O)(=O)C3)c3ccccc3c2=O)cc1 (stereo not drawn) | -4 | 8% | 0% | -2% | -5% | 0% | 8 | 2.5% | -5%
COc1ccccc1NS(=O)(=O)c1ccc(O)c(C(=O)OCC(=O)N2c3ccccc3CC2C)c1 (stereo not drawn) | -2 | 9% | -1% | -13% | -6% | -7% | 2 | -0.1% | -9%
O=C1c2ccccc2C(=O)N1CCc1nc(-c2ccc(Cl)cc2)no1 | 0 | -1% | 4% | ? | 0% | 1% | -2 | 3.4% | 0%
Cc1n[nH]c(C)c1Sc1ccccc1N | -3 | 0% | 3%[57.1 µM] | -11% | -4% | 0% | 18 | -2.4% | 3%
Cc1noc(C)c1S(=O)(=O)Nc1ccc(C(=O)O)cc1 | 1 | -2% | -3% | -11% | -7% | 2% | 5 | -0.3% | 6%
O=C(c1cc(-c2cccnc2)nc2ccccc12)N1CCN(S(=O)(=O)c2cccs2)CC1 | 0 | ? | -2% | -8% | -3% | 3% | -4 | 3.8% | 15%
COc1ccc(-c2cc(C(F)(F)F)nc(SCC(=O)NC(C)c3ccccc3)n2)cc1 (stereo not drawn) | -9 | -8% | 20% | -7% | -2% | 0% | -6 | 20% | -4%
O=C(OCc1ccc(Cl)cc1Cl)c1cccnc1Cl | -3 | -4% | 9%[57.1 µM] | -17% | -1% | -6% | -3 | 2.0% | 0%
CCCN1CCC(NCC(C)c2ccccc2)CC1 (stereo not drawn) | -5 | -2% | 11% | -21% | -2% | 7% | -2 | -0.5% | 8%
CCc1ccc(NC(=O)Cn2c(=O)n(CCCCC(=O)NCCc3ccc(Cl)cc3)c(=O)c3ccccc32)cc1 | -3 | -3% | 4% | ? | 0% | -2% | -3 | 5.5% | -3%
Cc1nn(C(=O)COc2ccccc2Br)c(C)c1Sc1ccccc1 | -9 | 0% | 7% | -21% | -1% | 0% | 1 | 2.7% | -15%
CCC1CCCCN1CCCn1c(=S)[nH]c2ccccc2c1=O (stereo not drawn) | -3 | 0% | 13%[57.1 µM] | -16% | 0% | -5% | 5 | 5.5% | 3%
CCOC(=O)c1ccccc1C(=O)N1CCOCCOCCOCC1 | ? | 2% | 8%[57.1 µM] | 5% | -3% | -1% | -12 | 2.7% | 7%
CC1CCC(NC(=O)CNC(=O)c2cccs2)CC1 (stereo not drawn) | 3 | 1% | 8% | -17% | -8% | 0% | -3 | 1.6% | 2%
COc1ccc(NS(=O)(=O)c2cc(NC(=O)/C=C/c3cc(OC)c(OC)c(OC)c3)ccc2N2CCCCC2)cc1 | 2 | -4% | -4% | -18% | 0% | 0% | 4 | -0.1% | 4%
Cc1cc(OC(=O)c2ccco2)c(Sc2ccccc2[N+](=O)[O-])c(=O)o1 | -106* | 6% | -4%[57.1 µM] | -15% | 1% | 0% | 2 | 1.8% | -6%
Cc1cc(=O)oc2cc(OCC(=O)OCC(=O)Nc3ccccc3F)ccc12 | -2 | -6% | 81% | -12% | 1% | 3% | 3 | 5.8% | 8%
C=CCOc1c(CNn2cn[nH]c2=S)cccc1OC | -3 | -6% | -1%[57.1 µM] | 2% | 2% | -3% | 2 | 1.5% | -7%

Part of the list above, as labelled records.
CCOC(=O)c1ccccc1C(=O)N1CCOCCOCCOCC1
  LDHA block: ?	Vif-A3F inh: 2%	TrxR1 substrate: 8%[57.1 µM]	USP1-UAF1 inh: 5%	GRP78 ERSR act: -3%	Vif-A3G inh: -1%	PI4K2A block: -12	RXFP1 agonist: 2.7%	mIDH1 inhibitor: 7%
CC1CCC(NC(=O)CNC(=O)c2cccs2)CC1 (stereo not drawn)
  LDHA block: 3	Vif-A3F inh: 1%	TrxR1 substrate: 8%	USP1-UAF1 inh: -17%	GRP78 ERSR act: -8%	Vif-A3G inh: 0%	PI4K2A block: -3	RXFP1 agonist: 1.6%	mIDH1 inhibitor: 2%

(next part)
SMILES | LDHA block | Vif-A3F inh | TrxR1 substrate | USP1-UAF1 inh | GRP78 ERSR act | Vif-A3G inh | PI4K2A block | RXFP1 agonist | mIDH1 inhibitor
COCCNC(=O)C1CCCN(c2ncccn2)C1 (stereo not drawn) | -5 | -1% | 9%[57.1 µM] | 5% | -6% | -1% | 6 | 0.8% | 7%
COc1ccc(CN2CCN(c3ccccc3OC)CC2)cc1OC | -21 | -2% | -1% | 3% | 2% | 0% | 5 | -2.0% | 4%
CC(Oc1ccc(F)cc1)C(=O)Nc1ccccc1C(=O)N1CCCCC1 (stereo not drawn) | -1 | -11% | -2% | -11% | -1% | 0% | 3 | 2.4% | 3%
Cc1ccc2nc(NC(=O)CSc3ncc(C(=O)Nc4ccccc4)c(=O)n3C)sc2c1 | -3 | 4% | 2%[57.1 µM] | -20% | -3% | -8% | 2 | 0.7% | -12%
COc1ccc(-n2c(/C=C/c3cccc4ccccc34)nc3ccccc3c2=O)cc1OC | -17 | -4% | -2%[57.1 µM] | -1% | ? | -18% | 1 | 0.3% | -5%
COc1ccc(OCc2ccc(-c3nc(C#N)c(NCc4ccc(F)cc4)o3)o2)cc1 | -2 | 0% | 2% | ? | -1% | 1% | 0 | -0.4% | -16%
O=C(OCc1ccccc1)C1=NNC2C(=O)N(Cc3ccccc3)C(=O)C12 (stereo not drawn) | -8 | 3% | 0% | -18% | -4% | -9% | 0 | -1.0% | -2%
CCOC(=O)c1cc(CC)sc1NC(=O)COC(=O)c1cc[n+]([O-])cc1 | -1 | -2% | 6% | -10% | -4% | -9% | 0 | -0.8% | 6%
O=C(CN(Cc1ccc(Cl)cc1)C(=O)CNS(=O)(=O)c1ccc(F)cc1)NCC1CCCO1 (stereo not drawn) | -7 | -1% | 6% | -24% | -4% | 3% | -1 | 2.6% | -9%
C=CCOc1c(Br)cc(/C=N/O)cc1OCC | -14 | 4% | -6% | -17% | -6% | -19% | 0 | 0.5% | 3%
Cc1ccc(S(=O)(=O)NCCc2ccc(S(N)(=O)=O)cc2)cc1 | 0 | 4% | -9% | -19% | 1% | 0% | -6 | 0.4% | -1%
C=CCn1c(SCC(=O)Nc2ccc(-c3nc4ccc(C)cc4s3)cc2)nnc1-c1ccncc1 | 0 | -27% | 25% | -1% | 4% | -3% | -4 | 8.5% | -3%
CCc1ccc(NC(=O)CN2C(=O)C3(SCC(=O)N3c3ccccc3)c3ccccc32)cc1 (stereo not drawn) | -11 | -4% | -2% | -12% | -3% | -9% | -3 | -7.1% | -4%
O=C(CCCC(=O)N(CC(=O)NC1CCCCC1)c1ccccc1F)Nc1ccccn1 | 0 | 2% | 3% | -8% | -5% | 0% | -5 | 2.3% | -6%
CC(=O)/C(N=Nc1ccc(SC(F)F)cc1)=C(\C)O | -4 | 9% | -7% | 0% | 0% | 0% | -2 | -0.2% | -4%
Cc1ccc(C(=O)N/N=C\c2cc3c(cc2Br)OCO3)s1 | -2 | -6% | 49% | -18% | -8% | -18% | -3 | 7.5% | 12%
Cn1c(N)c(S(=O)(=O)N2CCN(c3ccccc3F)CC2)c(=O)n(C)c1=O | -3 | -13% | -4% | 4% | -5% | -3% | -6 | 1.6% | -5%
COc1ccccc1-c1c(C)nn2c(N3CCC4(CC3)OCCO4)cc(C)nc12 | -7 | -2% | -10% | -19% | -1% | -12% | -3 | -0.1% | -4%
Cc1cc(Cl)c2oc(C(=O)N(C)C3CCOC3)c(C)c2c1 (stereo not drawn) | -1 | -17% | -18% | -6% | 3% | -8% | 9 | 1.4% | -4%
COc1cc(NC(=O)CN2C(=O)CN(C)C(=O)c3ccccc32)cc(OC)c1OC | -3 | -3% | ? | -18% | -4% | 3% | 4 | -3.4% | 4%
Cc1cccc(CS(=O)(=O)CC2Nc3ccc(C(=O)NCc4ccccc4Cl)cc3NC2=O)c1 (stereo not drawn) | -9 | ? | 3%[57.1 µM] | 22% | -6% | 2% | 4 | 0.4% | 27%
O=C(CSc1nnc(Nc2ccccc2)s1)NCc1cccs1 | -7 | 4% | -9% | -13% | -3% | -1% | -5 | 0.3% | 3%
CCc1ccccc1NC(=O)Cn1c(=O)n(Cc2ccccc2)c(=O)c2c(C)c(C(=O)N(C)C)sc21 | 4 | 1% | 1%[57.1 µM] | ? | -3% | -2% | 4 | -0.1% | 6%
COc1ccc(C(=O)C(Sc2nnc(C)c(=O)[nH]2)c2ccc(OC)cc2)cc1 (stereo not drawn) | -1 | 4% | -1% | -23% | -2% | 5% | -3 | -1.4% | -1%
COc1ccc(OC)c(-n2nnnc2SCC(=O)NCc2ccc3c(c2)OCO3)c1 | -8 | -5% | 9% | -16% | -1% | -1% | 7 | 0.1% | 2%
Cc1ccccc1Nc1sc(C(=O)Nc2cccc(Cl)c2)c(N)c1C(N)=O | -3 | -14% | 5%[57.1 µM] | 5% | -2% | -3% | 6 | 0.2% | 3%

Compound activity as filed in PubChem.
